Bioassay records from PubChem BioAssay.
L3MBTL1 block = L3MBTL1 (human) inhibition | Q9Y468 | AlphaScreen L3MBTL1–H3K9me1 peptide binding | Potency, µM (series often up to 57.1 µM), for the others: at the top dose activity, negative = inhibition, hits mostly inhibitors | 230,000 tested, 0.66% active; active = well fitted inhibition curve with a large enough effect; inconclusive = small, poorly fitted or top-dose-only effect; inactive = no such curve, though single readings can be large or run the other way; note: nearly all actives have a fitted effect of over 60% in size
Target sequence (Q9Y468 whole entry, looked up): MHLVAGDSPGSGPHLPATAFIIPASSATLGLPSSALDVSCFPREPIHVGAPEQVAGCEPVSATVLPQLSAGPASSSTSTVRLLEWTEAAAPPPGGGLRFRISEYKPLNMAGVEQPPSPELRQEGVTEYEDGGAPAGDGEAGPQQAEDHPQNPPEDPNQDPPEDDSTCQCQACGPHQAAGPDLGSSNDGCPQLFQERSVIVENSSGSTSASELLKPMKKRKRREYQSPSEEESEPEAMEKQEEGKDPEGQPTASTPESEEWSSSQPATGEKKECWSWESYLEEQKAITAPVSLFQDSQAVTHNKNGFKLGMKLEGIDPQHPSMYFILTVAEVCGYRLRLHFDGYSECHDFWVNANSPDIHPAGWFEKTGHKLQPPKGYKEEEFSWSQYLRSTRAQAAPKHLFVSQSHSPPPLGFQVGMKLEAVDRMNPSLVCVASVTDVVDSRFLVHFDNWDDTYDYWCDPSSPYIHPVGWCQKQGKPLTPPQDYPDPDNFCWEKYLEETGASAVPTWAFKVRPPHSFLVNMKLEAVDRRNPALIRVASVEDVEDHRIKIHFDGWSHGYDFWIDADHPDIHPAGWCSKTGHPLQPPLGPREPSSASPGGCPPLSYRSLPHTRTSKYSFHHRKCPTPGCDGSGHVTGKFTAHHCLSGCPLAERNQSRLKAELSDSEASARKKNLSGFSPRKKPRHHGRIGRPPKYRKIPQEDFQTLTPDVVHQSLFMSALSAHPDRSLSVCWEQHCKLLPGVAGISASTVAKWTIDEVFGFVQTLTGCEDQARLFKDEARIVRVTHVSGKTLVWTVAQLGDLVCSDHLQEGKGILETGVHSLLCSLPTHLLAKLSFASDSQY
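L3MBTL1 (50 nM) pre-complexed 30 min with biotinylated H3(1-15)K9me1 peptide (75 nM), then compounds added for 30 min at room temperature; AlphaScreen streptavidin donor/nickel chelate acceptor beads (10 ug/mL final) read after 30 min dark incubation.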
* marks the source's active call; other numbers are inactive results; ? = inconclusive; [ ] = another dose, or the depositor's remark. % is set by controls: 0 for no effect and ±100 for the full control effect; potency is the fitted concentration of half-maximal effect. This is a subset. The share of hits here may be higher or lower than overall.

mol | L3MBTL1 block
COc1ccc2ccccc2c1CNCc1ccc(C)cc1 | -7.5%
COc1ccccc1-n1cnnc1SCC(=O)NC1CCCC1 | 3.1%
Cc1ccc(C)c(-c2nnc(NC(=O)CCS(=O)(=O)c3ccc(F)cc3)o2)c1 | 9.4%
CC(C)CN(Cc1c(O)ccc2c(=O)c(-c3ccccc3)coc12)CC(C)C | -0.7%
CC(Sc1ccccn1)C(=O)NC1CCCC1 (centres undefined) | -6.0%
COc1cc2cncc(Cc3ccc(Cl)cc3)c2cc1OC | 27.4%
O=C(CN1C(=O)c2ccccc2S1(=O)=O)Nc1ncccn1 | -3.8%
O=C(OCC(=O)N1CCCc2ccccc21)c1cc(S(=O)(=O)N2CCOCC2)ccc1Cl | 6.7%
CCCCN1C(=O)/C(=C2\SC(N3CCOCC3)=NC2=O)c2ccccc21 | -4.9%
CN1C(=O)N(CC(=O)N2CCN(c3ncccn3)CC2)C(=O)C12CCCCC2 | 38.7%[activator]
O=C1C=C(c2ccccc2)C[C@@H](c2ccc3c(c2)OCO3)C1 | -3.5%
Cc1ccccc1NC(=O)Cc1nc(COC(=O)COc2ccccc2C(C)C)cs1 | 6.3%
CN(CC(=O)Nc1ccc(F)cc1)C(=O)COC(=O)c1cc(S(=O)(=O)N(C)C)ccc1N1CCCC1 | 2.9%
CC(OC(=O)CNC(=O)c1ccccc1)C(=O)Nc1ccc(S(=O)(=O)N2CCOCC2)cc1 (centres undefined) | 2.0%
COC(=O)[C@]1(Cc2ccccc2)N[C@H](CN(C)C(=O)NC(C)C)[C@@H]2C(=O)N(C)C(=O)[C@@H]21 | 4.0%

Some of the entries above in another layout:
L3MBTL1 block,smiles
-0.7%,CC(C)CN(Cc1c(O)ccc2c(=O)c(-c3ccccc3)coc12)CC(C)C
-6.0%,CC(Sc1ccccn1)C(=O)NC1CCCC1 (centres undefined)

Next compounds.
mol | L3MBTL1 block
Cc1ccccc1NC(=O)c1cccc(NC(=O)c2ccco2)c1 | -2.8%
CCOC(=O)C1=C(C)Nc2ccccc2N/C1=N\S(=O)(=O)c1ccc(Cl)cc1 | 3.8%
COCc1c(C(=O)OCc2nnc(-c3ccc([N+](=O)[O-])cc3)o2)oc2ccccc12 | -19.6%
CN(C(=O)c1cccc(NC(=O)Cc2cccc([N+](=O)[O-])c2)c1)C1CCCCC1 | -7.9%
N#CC1(NC(=O)CSc2nnc(Nc3ccccc3F)s2)CCCC1 | -2.6%
CCOc1ccc(S(=O)(=O)N2CCN(C(=O)c3oc4ccc(OC)cc4c3C)CC2)cc1 | -2.9%
CN(C(=O)CSc1nc2ccccc2n1C)C1CCS(=O)(=O)C1 (centres undefined) | 2.1%
COCCCNC(=S)N(CCN(C)C)Cc1cc2cc3c(cc2[nH]c1=O)OCCO3 | -5.5%
Cc1c(CN2CCN(CC(C)C)C(CCO)C2)[nH]c2ccc(Cl)cc12 (centres undefined) | -2.7%
COc1ccc(CNC(=O)C[C@H]2C[C@H](C(=O)N(C(C)C)C(C)C)[C@@]3(C)c4[nH]c5cc(-c6ccco6)ccc5c4CCN3C2=O)cc1OC | ?
CCOC(=O)C1=C(CCc2ccccc2)NC(=O)NC1c1ccc2ccccc2c1 (centres undefined) | -3.3%
COc1ccccc1CCC(=O)OCC(=O)Nc1ccc2[nH]c(=O)[nH]c2c1 | 1.0%
COc1ccccc1OC(C)C(=O)N(Cc1ccco1)C1CCS(=O)(=O)C1 (centres undefined) | -0.8%
COc1ccc(C(=O)Nc2nnc(Cc3ccccc3)s2)c(OC)c1 | -2.0%
Cc1ccc(C(=O)COC(=O)[C@@H](NC(=O)c2ccco2)C(C)C)s1 | 0.3%

Following part.
mol | L3MBTL1 block
Cc1ccc(CN2CC(C(=O)N3CCN(S(=O)(=O)c4cccc(F)c4)CC3)CC2=O)cc1 (centres undefined) | -3.9%
O=C1[C@H]2[C@@H](c3ccc(F)cc3)N3C(=O)N(c4ccc(Br)cc4)C(=O)[C@@]3(Cc3ccc(Cl)cc3)[C@H]2C(=O)N1C1CCCCC1 | -4.7%
COc1cc(/C=C/C(=O)NC2CCCCC2)cc(OC)c1OC | 1.7%
O=C(Nc1ncnc2c1C(c1ccccc1)c1c(ccc3ccccc13)O2)c1ccccc1 (centres undefined) | -8.2%
Clc1cccc(Cl)c1OCCOCCNCc1ccccc1 | 3.9%
O=C(COC(=O)/C=C/c1ccccc1)NCc1ccc2c(c1)OCO2 | 5.7%
CCOC(=O)C1(CCCc2ccccc2)CCN(S(=O)(=O)N(C)C)CC1 | 8.2%
Cc1c(NC(=O)C(C)OC(=O)/C=C/c2ccc(OC(F)F)cc2)c(=O)n(-c2ccccc2)n1C (centres undefined) | 1.0%
COc1ccc(CCNC(=O)CCC(=O)NC2CCCCC2)cc1OC | 2.7%
CCOc1ccc(S(=O)(=O)Nc2cccc(C(=O)NCC(C)(C)N3CCOCC3)c2)cc1 | 0.0%
O=S(=O)(Nc1ccccc1N1CCOCC1)c1c(F)cc(F)cc1Br | 2.2%
COc1ccccc1NC(=O)Nc1ccc(C)cn1 | -1.9%
Clc1cccc(OCCCCN2CCCCC2)c1 | -1.6%
COc1ccc(CC(=O)Nc2cccc(S(=O)(=O)N3CCCC3)c2)cc1OC | 20.3%
Cc1ccc(NC(=O)CCN2C(=O)c3ccccc3S2(=O)=O)cc1C | 6.4%

3 compounds out of the list above, ordered by their value in L3MBTL1 block, largest number first.
| molecule | L3MBTL1 block |
| --- | --- |
| COc1ccc(CC(=O)Nc2cccc(S(=O)(=O)N3CCCC3)c2)cc1OC | 20.3% |
| CCCCN1C(=O)/C(=C2\SC(N3CCOCC3)=NC2=O)c2ccccc21 | -4.9% |
| O=C(Nc1ncnc2c1C(c1ccccc1)c1c(ccc3ccccc13)O2)c1ccccc1 (centres undefined) | -8.2% |

Other results.
mol | L3MBTL1 block
CC(=O)c1c(C)[nH]c(C(=O)OCC(=O)c2ccc(C)s2)c1C | -2.9%
COc1ccc(C(=O)NCC2CCCN2S(=O)(=O)c2cccs2)cc1 (centres undefined) | -2.5%
COc1cc(C(=O)NNC(=O)c2nn(C)c(=O)c3ccccc23)cc(OC)c1OC | 5.1%
Cc1cccn2c(=O)nc(SCC(=O)Nc3ccc4c(c3)OCCO4)nc12 | -2.4%
Cc1ccc(NS(=O)(=O)c2cccc(C(=O)NCC(c3ccc(F)cc3)N3CCOCC3)c2)cc1 (centres undefined) | 1.6%
CN(Cc1ccccc1)C(=O)c1[nH]cnc1C(=O)N[C@@H](Cc1ccccc1)C(=O)OC(C)(C)C | 3.9%
Cc1ccc2nc(SCC(=O)NCCc3ccccc3)nc(=O)n2c1 | 1.0%
CSCC(=O)NC1CCCN(C2Cc3ccccc3C2)C1 (centres undefined) | 0.5%
O=C(Cc1cccs1)NNC(=O)c1ccccc1Cl | 8.9%
CCOC(=O)C1CCCN(Cc2cccc(Oc3ccccc3)c2)C1 (centres undefined) | 2.0%
C=CCOC(=O)C1=C(C)NC(=O)NC1c1cc2c(cc1Br)OCO2 (centres undefined) | -0.3%
CC(=O)N1CCN(C(=O)COC(=O)CNC(=O)c2ccccc2C)CC1 | 9.8%
COc1ccccc1-c1nnc(SCC(=O)Nc2oc(C)c3c(C)n[nH]c(=O)c23)n1C | 2.7%
CCc1cc(=O)oc2cc(C)cc(OCC(=O)N3CCC[C@@H]3C(=O)O)c12 | -1.4%
Cc1cc(NC(=O)CN2C(=O)NC(c3ccccc3)(c3ccc(C)c(C)c3)C2=O)no1 (centres undefined) | 7.5%

Next section.
mol | L3MBTL1 block
CCn1c(SC(C)C(=O)Nc2ccc(N3CCOCC3)cc2)nnc1-c1ccco1 (centres undefined) | -0.5%
Cc1cccc(NCc2cccc3ccccc23)n1 | -3.7%
COC(=O)[C@]1(Cc2ccccc2)N[C@H](CN(C)S(=O)(=O)c2ccc(C(C)(C)C)cc2)[C@@H]2C(=O)N(Cc3ccccc3)C(=O)[C@@H]21 | -2.1%
CSCC[C@@H](C(=O)NCCCCCCCCCCC(=O)N1CCN(C(=O)OC(C)(C)C)CC1)n1cc(CCO)nn1 | 1.1%
CC(C)(C)[C@H](NC(=O)c1ccc(N)c(Cl)c1)C(=O)N1CCC[C@H]1C(=O)N[C@H](C#N)Cc1nn[nH]n1 | 2.1%
C=CCNC(=S)NNc1nc2sc3c(c2c(=O)[nH]1)CC(C)(C)OC3 | 4.7%
CC[C@@H]1CCCCc2ccccc2[C@@H](C(=O)C[C@@H](O)CC(C)=O)OC1=O | 4.5%
Cc1ccc(C(C)C)cc1S(=O)(=O)NC1CC(C)(C)NC(C)(C)C1 | -6.2%
N#CCCN(C(=O)COC(=O)CNC(=O)C12CC3CC(CC(C3)C1)C2)c1ccccc1 | 1.6%
COC(=O)CN(c1nc(C)c(Br)c(OC)n1)S(=O)(=O)c1ccccc1 | -2.9%
CC1CCCCC1NC(=O)CCCN1C(=O)c2ccccc2C1=O (centres undefined) | 0.5%
O=C(CN1c2cccc3cccc(c23)S1(=O)=O)N1CCN(c2ccccc2)CC1 | -8.5%
COc1ccc2oc(C(=O)OCC(=O)NCc3ccc(OC)c(OC)c3)c(C)c2c1 | 5.8%
O=C(CCC(=O)N1CCOc2ccc(Cl)cc21)NCCCN1CCC(Cc2ccccc2)CC1 | 0.5%
O=C(COC(=O)CCC1CCCC1)Nc1ccccc1Br | 65.2%[activator]

Additional compounds
Compound,L3MBTL1 block
Cc1ccc(C)c(N2CCN(C(=O)CCc3nc(-c4cccc(Cl)c4)no3)CC2)c1,12.8%
CC(C(=O)N1CCCC1)N1CCN(S(=O)(=O)c2ccccc2)CC1 (centres undefined),3.5%
O=C(CSc1nc2ccccc2[nH]1)Nc1ccc2[nH]c(=O)[nH]c2c1,1.5%
COc1cc(C(=O)NCC2CCCO2)ccc1OCc1ccc(Cl)cc1Cl (centres undefined),-2.6%
COc1ccc(CCNC(=O)[C@H](C)N2C(=O)N3CCc4c([nH]c5ccccc45)[C@@]3(C)C2=O)cc1,-1.2%
COc1ccc([C@H]2CC(=O)C=C(c3cccc4c3Oc3ccccc3S4)C2)cc1,-6.8%
O=C1CN(C(=O)c2ccc(Cl)c([N+](=O)[O-])c2)c2ccccc2N1,1.2%
O=C(COC(=O)c1ccco1)Nc1ccc(N2CCOCC2)cc1,3.8%
CCn1cc(CN2CCCC(CO)(Cc3ccc(F)cc3)C2)c2ccccc21 (centres undefined),-7.0%
Cc1ccc(SCC(=O)NC(=O)NC2CCCC2)c(C)c1,9.8%
OC(c1cccc(Cl)c1)c1nccc2ccccc12 (centres undefined),4.5%
CCN(CC(=O)Nc1ccc(OC)cc1)C(=O)c1ccc(NS(=O)(=O)c2ccc(C(C)=O)cc2)cc1,-7.6%
CC(C)(C)[C@H]1COC(=O)[C@@H](Cc2ccc(F)cc2)C/C=C\C[C@@H](CC(=O)N[C@@H](CO)Cc2ccccc2)C(=O)N1,-2.6%
O=C(C[C@@H]1C/C=C\C[C@H](Cc2ccc(F)cc2)C(=O)OCCNC1=O)N[C@H](CO)Cc1ccccc1,0.6%
COc1ccc(-c2oc(=O)c3cc(OC)c(OC)cc3c2C#CCCCO)cc1,9.0%
CC(C)Cc1ccc(C(C)NC(=O)Cc2ccc(S(=O)(=O)N3CCOCC3)s2)cc1 (centres undefined),?
COCCNc1oc(-c2ccccc2Cl)nc1S(=O)(=O)c1ccc(C)cc1,-2.6%
Cc1ccc(S(=O)(=O)N(C)c2ccc(OCC(=O)NCC3(N(C)C)CCCCC3)cc2)cc1,-0.1%
CC(c1ccccc1)n1c(-c2ccc(Cl)cc2)n[nH]c1=S (centres undefined),-13.6%
Cc1ccc(NC(=O)C2=C(C(=O)O)CCCC2)cc1F,0.6%

Of the compounds above, these contain a nitro group on carbon:
Compound,L3MBTL1 block
COCc1c(C(=O)OCc2nnc(-c3ccc([N+](=O)[O-])cc3)o2)oc2ccccc12,-19.6%
CN(C(=O)c1cccc(NC(=O)Cc2cccc([N+](=O)[O-])c2)c1)C1CCCCC1,-7.9%
O=C1CN(C(=O)c2ccc(Cl)c([N+](=O)[O-])c2)c2ccccc2N1,1.2%

(next part)
Compound,L3MBTL1 block
COCCCn1c(C)nnc1SCC(=O)Nc1ccc(C(C)=O)cc1,-2.4%
CC(C)(C)OC(=O)N[C@@H](COCc1ccccc1)C(=O)N[C@@H](CO)[C@H](O)[C@@H]1C[C@@H]1C(=O)NC1CCCCC1,-2.0%
O=C(NCCN1C(=O)S/C(=C\c2ccc(OC(F)F)cc2)C1=O)C1=COCCO1,4.5%
CCOCCCn1c(SCC(=O)Nc2ccc(OC)cc2)nc2ccccc2c1=O,-1.9%
Cc1ccc(S(=O)(=O)N2[C@@H](c3ccc(C(C)(C)C)cc3)C(C(=O)O)=CC[C@H]2c2ccc(Cl)cc2)cc1,-0.4%
O=C(NCCCn1ccnc1)c1ccc(-c2cccc(C(F)(F)F)c2)o1,-0.3%
CCC(C)[C@H](NC(=O)N1CC(=O)Nc2ccccc21)C(=O)N1CCC[C@@H]1C(=O)O (some centres undefined),58.5%[activator]
CCOC(=O)c1ccc(NC(=O)c2ccco2)cc1,3.6%
CC(C)(C)OC(=O)C[C@@H]1C/C=C\C[C@@H](CC(=O)N(CCO)Cc2ccccc2)C(=O)NCCOC1=O,2.5%
CCOc1cccc(C2C(C(=O)c3ccco3)=C(O)C(=O)N2c2nnc(C)s2)c1 (centres undefined),-13.4%
COc1ccccc1C(=O)COC(=O)c1cc(=O)[nH]c2ccccc12,0.9%
O=C(COC(=O)COc1ccccc1)Nc1ccc(Br)cc1Br,0.6%
CC(C)CCN1CCC(C)(NC(=O)c2ccccc2)C1=O (centres undefined),7.4%
Cc1ccc(NC(=O)COC(=O)Cn2c(C)csc2=O)c([N+](=O)[O-])c1,-5.7%
COc1ccc(NS(=O)(=O)c2ccc(C)c(C(=O)NNC(=O)c3ccccc3O)c2)cc1,-0.5%
CCCCn1c(N)c(N(CC(C)C)C(=O)C2CCN(S(=O)(=O)c3ccccc3)CC2)c(=O)[nH]c1=O,8.6%
